Assay outcomes from PubChem BioAssay.
MRP reversal – reversal of MRP1-mediated doxorubicin resistance, primary screen, H69AR cells, doxorubicin co-treatment; H69AR cells + 2 uM doxorubicin, CellTiter-Glo, 72 h; differential viability (reversal), % at 10 µM; actives 0.04% (n = 85,000);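 active = viability drop by adding the cancer drug above about 55%, with treated viability meeting a 40% cutoff, limit read from the data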;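 also: viability without doxorubicin minus viability with 2 µM doxorubicin for each compound; larger differential means the compound sensitizes cells more to doxorubicin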
PLAP inhibitors HTS – PLAP enzyme inhibitors, biochemical, luminescence, HTS (AID 690); actives 0.08% (n = 96,000); inhibition, % at 20 µM; hits with a dose series show IC50 in µM; purified PLAP, luminescent substrate; higher % means a stronger effect; in the data active = a potency from the dose series; inactive = the rest, 99 in 100 with inhibition below about 30%; also: strong numbers were not always called active
Bcl-B displacement – displacers of TR3 peptide from Bcl-B, primary screen, selectivity assay for Bfl-1 inhibitor project, biochemical, fluorescence polarization; Bcl-2-like protein 10 (Homo sapiens); FP displacement of FITC-TR3 peptide from Bcl-B; higher % means a stronger effect; displacement, % at 20 µM; hits with a dose series show IC50 in µM; actives 0.11% (n = 96,000);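 active = displacement above 50% at 20 µM plus a fluorescence interference ratio under 1.5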;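 also: plate controls were wells without compound for no effect and wells lacking Bcl-B protein for full effect; a part of the inactive calls stands beside numbers as strong as those of hits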
IL1B NFkB pot – enhancers of NFkB p65 translocation in HUVEC – imaging, IL-1B stimulus, high-content imaging, primary screen | activation, % at 2 µM | HUVEC IL-1B NFkB p65 nuclear translocation imaging | actives 0.3% (n = 94,000) | AID 819, 2007;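 active = activation above 40%, about the mean plus 3 SD, also judged a hit on visual image review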;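 also: percent activation is computed from the nuclear over cytoplasmic p65 intensity ratio; values of inactives mirror those of a sister screen read the other way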
IL1B NFkB inh – inhibitors of IL-1B driven NFkB p65 nuclear import, primary screen, imaging, HUVEC, IL-1B stimulus, high-content imaging; HUVEC IL-1B NFkB p65 nuclear translocation imaging; inhibition, % at 2 µM; actives 0.43% (n = 94,000);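 active = inhibition above about 30% together with a positive call from visual inspection of the well image, limit read from the data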;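 also: nuclear over cytoplasmic p65 intensity ratio measured by imaging; 0% = IL-1B stimulated DMSO wells and 100% = unstimulated DMSO wells; values of inactives mirror those of a sister screen read the other way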
MRP reversal cytotoxicity – also measured in MRP reversal; calls as there; viability, %; H69AR cells, CellTiter-Glo, 72 h; measured here: cytotoxicity without doxorubicin
MRP reversal with doxorubicin – second read-out of MRP reversal, no call of its own (marks repeat the call); viability, %; measured here: viability with 2 uM doxorubicin; hits give low values
IL1B NFkB inh cell count 2 µM – further read-out of IL1B NFkB inh, marked with its call; cell count; measured here: cells passing quality filter;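 raw number of nuclei counted in each imaged well without normalization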
IL1B NFkB pot cell count 2 µM – further read-out of IL1B NFkB pot, marked with its call; cell count; measured here: cells passing quality filter
Starred values were filed as active, the others as inactive; nt = not tested or not shown. Not all compounds are listed (hit frequency here may not be typical).

Compound	MRP reversal	MRP reversal cytotoxicity	MRP reversal with doxorubicin	PLAP inhibitors HTS	Bcl-B displacement	IL1B NFkB pot	IL1B NFkB pot cell count 2 µM	IL1B NFkB inh	IL1B NFkB inh cell count 2 µM
Cc1cc(C)n2c(SC/C(O)=C(\C#N)c3nc4ccccc4[nH]3)nnc2n1	-11	88	98	-104%	-45%	32	120	-32	120
Cc1cc(C)nc(N(C#N)CC(=O)N(c2ccccc2)C(C)C)n1	16	90	74	-16%	2%	7	189	-7	189
CCn1c(=O)cc(OCC(=O)NCCC(C)C)c2ccccc21	5	68	63	10%	8%	9	151	-9	151
Cc1cccc(NC(=O)/C(=C\c2ccco2)NC(=O)c2cccs2)c1	nt	nt	nt	4%	-10%	6	115	-6	115
Cc1nc(NC2=NCN(CC3CCCO3)CN2)nc2ccccc12 (configuration not stated)	nt	nt	nt	nt	nt	28	140	-28	140
CN1CCN(c2ccc([N+](=O)[O-])cc2S(=O)(=O)N2CCOCC2)CC1	nt	nt	nt	8%	17%	-7	180	7	180
N#Cc1c(N)sc(=S)c2c1CCCC2	6	93	87	-2%	32%	-8	195	8	195
COc1ccc(C(=O)NCc2cccnc2)cc1OC	6	100	94	1%	-12%	-3	47	3	47
Cc1cccc(-c2noc(Cc3ccccc3)n2)c1	nt	nt	nt	7%	-4%	-4	72	4	72
CCNC(=O)CP(=O)(c1ccccc1)c1ccccc1	2	97	95	-6%	18%	nt	nt	nt	nt
Cc1c(C(=O)NCCC2=CCCCC2)oc2ccc(S(=O)(=O)N3CCC4(CC3)OCCO4)cc12	-3	57	60	-44%	-4%	-8	141	8	141
CC1CCCCN1CCn1cnc2c([nH]c3ccccc32)c1=O (configuration not stated)	12	93	82	10%	-1%	nt	nt	nt	nt
COc1ccc(NS(=O)(=O)c2ccc(NC(C)=O)cc2)cc1OC	6	109	103	-25%	-9%	13	168	-13	168
COc1cc2nc(CN3C(=O)c4ccccc4C3=O)oc(=O)c2cc1OC	-25	77	102	3%	2%	-3	146	3	146
O=C(CSc1cccs1)Nc1ccc2ccccc2c1	nt	nt	nt	0%	-5%	-3	173	3	173
CC(=O)NCC(=O)OCC(=O)c1ccccc1	nt	nt	nt	-11%	3%	7	145	-7	145
O=C(Nc1cccnc1)c1ccc(COCC(F)(F)F)cc1	6	82	76	17%	2%	-2	102	2	102
Cc1ccc(-n2nc(C(=O)N3CCOCC3)cc2-c2ccc(Cl)cc2)cc1	nt	nt	nt	-46%	-2%	1	143	-1	143
Cc1coc2c1c(C)cc1oc(=O)c(Cc3ccccc3)c(C)c12	nt	nt	nt	-12%	0%	1	169	-1	169
CC(=O)Nc1ccc(S(=O)(=O)n2cnc3ccccc32)cc1	6	100	94	5%	-5%	-6	184	6	184
CCn1c(SCC(=O)Nc2sc3c(c2C#N)CCCC3)nnc1-c1ccncc1	0	1	1	nt	nt	1	111	-1	111
COC(=O)c1ccc(C)c(N(CCO)CCO)c1	17	106	89	6%	-5%	nt	nt	nt	nt
COc1ccc2[nH]cc(C(=O)CN3CCN(C4CCCCC4)CC3)c2c1	-5	80	84	-10%	2%	-8	155	8	155
COc1nc(N2CCOCC2)nc(-n2cccc2)n1	8	89	81	-19%	-13%	3	169	-3	169
CCn1c(CCNC(=O)c2cccs2)nnc1SCC(=O)c1ccc(OC)cc1	14	87	74	nt	nt	0	78	0	78
CC12CC(NC(=O)N1c1cccc(C(=O)N3CCN(c4ccccc4)CC3)c1)c1ccccc1O2 (configuration not stated)	12	90	78	-25%	-6%	19	171	-19	171
CCOCCCNC(=O)NC12CC3CC(CC(C3)C1)C2	12	98	86	-36%	4%	-5	102	5	102
CCSC1=C(C#N)C2(CCCCC2)C(C#N)=C(N)N1	8	79	71	11%	-1%	-10	185	10	185
c1ccc2nc(-c3ccc(N4CCOCC4)cc3)ccc2c1	nt	nt	nt	11%	0%	nt	nt	nt	nt
O=C(CCc1nc2ccccc2[nH]c1=O)OCC(=O)c1cccc2ccccc12	nt	nt	nt	-6%	1%	-4	149	4	149
CN1CCN(C(=O)CCC(=O)c2ccc(F)cc2)CC1	-5	95	100	-43%	-4%	4	146	-4	146
CCCCC(=O)Nc1ccc(N2CCN(C(=O)CC)CC2)cc1	2	91	89	8%	-6%	18	159	-18	159
CC(C)n1nc(C(=O)Nc2nc3ccc(S(C)(=O)=O)cc3s2)c2ccccc2c1=O	6	92	85	3%	-17%	nt	nt	nt	nt
CCNc1nc(NCC)nc(C(=O)NN)n1	-9	92	101	nt	nt	-5	159	6	159
CC(C)OC(=O)c1cc(NC(=O)C2C3CCC(O3)C2C(=O)O)cc(C(=O)OC(C)C)c1 (configuration not stated)	-3	73	77	-37%	0%	3	123	-3	123
Cn1nnnc1SCC(=O)N1c2ccccc2Sc2ccccc21	11	92	81	-26%	-2%	8	93	-8	93
Cc1ccc(NS(=O)(=O)c2cc(C(=O)NCCSC3CCCCC3)ccc2C)cc1	nt	nt	nt	-32%	0%	-6	119	6	119
O=c1c2[nH]c3ccccc3c2ncn1CCN1CCNCC1	0	89	89	2%	-2%	8	171	-8	171
c1cc(Nc2ncnc3sccc23)cc(-c2nnc3n2CCCCC3)c1	23	81	57	3%	-6%	4	100	-4	100
Cc1ccc(C(=O)Nc2ccon2)cc1S(=O)(=O)N1CCCC1	1	88	87	17%	13%	30	87	-30	87
Cc1ccc(-c2ccc(/C=N/NC(=O)CN3CCCC3)o2)cc1Cl	nt	nt	nt	-44%	-8%	3	158	-3	158
CSc1nc(Cl)cc(N(CCO)CCO)n1	nt	nt	nt	16%	-8%	9	98	-9	98
COc1cc(SC)ccc1C(=O)N(C)Cc1ccccc1	nt	nt	nt	-23%	0%	0	192	0	192
CCOC(=O)CSc1nc2cc(C)ccc2cc1C#N	-17	34	51	-9%	-7%	11	89	-11	89
CN(C)c1oc(-c2ccccc2Cl)nc1S(=O)(=O)c1ccccc1	-14	75	89	10%	-1%	-5	191	5	191
COc1ccc(NCc2ccc3c(c2)OCO3)cc1Cl	6	87	81	37%	-1%	-1	164	1	164
Cc1cc(C)n2nc(SCN3C(=O)c4ccccc4C3=O)nc2n1	-9	86	95	-7%	3%	12	121	-12	121
CCOC(=O)c1ccc2c(c1)nc(SCC(=O)c1ccco1)n2CC	4	86	82	-32%	5%	-4	116	4	116
CS(=O)(=O)N(CC(=O)N1CCOCC1)c1ccc2c(c1)OCO2	6	100	94	1%	-6%	5	189	-6	189
COc1ccc(-c2nnc(N(C)C(=O)C3CCCO3)s2)cc1 (configuration not stated)	2	81	79	nt	nt	-12	158	12	158
CC(C)[C@H](NC(=O)c1ccccc1)C(=O)OCC(=O)N1CCc2ccccc2C1	nt	nt	nt	-19%	-2%	-5	161	5	161
CCOC(=O)/C(C#N)=C1/C=C(C)NC(c2ccccc2O)=N1	nt	nt	nt	9%	0%	20	180	-20	180
O=S(=O)(/C=C/c1ccccc1)NCCc1ccccn1	nt	nt	nt	2%	8%	0	111	0	111
O=C(CN1CCC(n2nnc3cc(F)ccc32)CC1)N1CCc2ccccc2C1	-5	78	83	-68%	-5%	7	127	-7	127
COc1ccccc1NC(=O)CSc1nnc(Cn2cnc3ccccc32)n1C	5	98	94	1%	-2%	12	133	-12	133
O=C1OCc2cccc3cccc1c23	nt	nt	nt	7%	-3%	-8	124	8	124
COCCN1Cc2cccc(C(=O)Nc3c(C)cccc3C)c2C1=O	-16	84	100	12%	-8%	13	209	-13	209
O=S(=O)(NCc1ccco1)N1CCOCC1	-20	87	108	8%	-11%	6	94	-6	94
COc1cccc(C(=O)NC2CCN(C(=O)N3c4ccccc4Sc4ccccc43)CC2)c1	nt	nt	nt	-88%	-5%	2	139	-2	139
O=c1/c(=C/c2cn(-c3ccccc3)nc2-c2ccc(F)cc2)sc2nc3ccccc3n12	nt	nt	nt	-6%	5%	-4	176	4	176

The list goes on.
Compound	MRP reversal	MRP reversal cytotoxicity	MRP reversal with doxorubicin	PLAP inhibitors HTS	Bcl-B displacement	IL1B NFkB pot	IL1B NFkB pot cell count 2 µM	IL1B NFkB inh	IL1B NFkB inh cell count 2 µM
CCN1CCn2c3c(c4cc(Br)ccc42)CCCC31 (configuration not stated)	nt	nt	nt	nt	nt	4	113	-4	113
CC(C)Oc1ccc(C(=O)NC(C)(C)CO)cc1	24	106	82	16%	-11%	13	153	-13	153
COCCn1c(SC(C)C(=O)Nc2ncc(Cl)cc2Cl)nc2ccccc21 (configuration not stated)	7	89	81	-42%	1%	4	184	-4	184
CC(C)CNC(=O)NC(=O)COc1c(F)c(F)cc(F)c1F	1	94	94	-1%	-17%	2	172	-2	172
CC(C)C[C@H](NC(=O)NCCc1ccc(Cl)cc1)C(=O)O	-8	91	100	-29%	-5%	8	110	-8	110
CCOC(=O)C1=C(c2ccccc2)Nc2nc(C)nn2C1c1cccc(OC)c1OC (configuration not stated)	16	73	57	6%	0%	10	194	-10	194
CN1CCN(C(=O)C(C(=O)c2ccc(F)cc2)n2ccccc2=O)CC1 (configuration not stated)	3	91	89	4%	-9%	6	168	-6	168
CC(C)(C)C(=O)Nc1ccc(N2CCCC2)cc1	7	92	85	0%	-2%	6	165	-6	165
O=C(O)c1ccc(-n2nc(C(F)(F)F)c3c2-c2ccoc2CC3)cc1	16	95	79	5%	-2%	2	98	-2	98
Cc1cc(NC(=O)CSc2nc(C(C)C)nc3ccccc23)no1	-24	14	38	21%	2%	-11	156	11	156
Cc1cc2c(s1)c1cnn(Cc3ccccc3F)c(=O)c1n2C	7	59	52	6%	-6%	15	68	-15	68
CN1CCOCCOCCN(C)C(=O)N2CCOCCOCCN(CCOCC2)C1=O	-1	97	99	13%	-5%	-6	134	6	134
Cc1ccc(C)c(NC(=S)NC(NC(=O)/C=C/c2ccccc2)C(Cl)(Cl)Cl)c1 (configuration not stated)	nt	nt	nt	9%	-5%	10	129	-10	129

Filtered by structure, those above containing a Cl atom.
Compound	MRP reversal	MRP reversal cytotoxicity	MRP reversal with doxorubicin	PLAP inhibitors HTS	Bcl-B displacement	IL1B NFkB pot	IL1B NFkB pot cell count 2 µM	IL1B NFkB inh	IL1B NFkB inh cell count 2 µM
Cc1ccc(-n2nc(C(=O)N3CCOCC3)cc2-c2ccc(Cl)cc2)cc1	nt	nt	nt	-46%	-2%	1	143	-1	143
Cc1ccc(-c2ccc(/C=N/NC(=O)CN3CCCC3)o2)cc1Cl	nt	nt	nt	-44%	-8%	3	158	-3	158
CSc1nc(Cl)cc(N(CCO)CCO)n1	nt	nt	nt	16%	-8%	9	98	-9	98
CN(C)c1oc(-c2ccccc2Cl)nc1S(=O)(=O)c1ccccc1	-14	75	89	10%	-1%	-5	191	5	191
COc1ccc(NCc2ccc3c(c2)OCO3)cc1Cl	6	87	81	37%	-1%	-1	164	1	164
COCCn1c(SC(C)C(=O)Nc2ncc(Cl)cc2Cl)nc2ccccc21 (configuration not stated)	7	89	81	-42%	1%	4	184	-4	184
CC(C)C[C@H](NC(=O)NCCc1ccc(Cl)cc1)C(=O)O	-8	91	100	-29%	-5%	8	110	-8	110
Cc1ccc(C)c(NC(=S)NC(NC(=O)/C=C/c2ccccc2)C(Cl)(Cl)Cl)c1 (configuration not stated)	nt	nt	nt	9%	-5%	10	129	-10	129
